Bioassay records from PubChem.
Phagocyt inh: macrophage phagocytosis inhibition; AID 1029; 0.07% of 110,000 active; J774A.1 macrophage IgG-bead phagocytosis, imaging; inhibition, % at 5 µM;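 active = inhibition above the mean of the plate negative controls plus 5 SD, cut at about 13% in these data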;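 also: phagocytic index as fraction of beads internalized from green versus red external bead signal; plate controls were DMSO negative control for no effect and cytochalasin-D positive control for full effect; some results beyond the cut were filed as inactive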
NPY-Y2 antag: antagonists of human neuropeptide Y receptor Y2 | 0.99% of 140,000 active | inhibition, % at 2.7 µM | P49146 | NPY-Y2 expressing cells, antagonist mode | AID 793; in the data active = inhibition above about 17%;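 also: 0% = vehicle with agonist challenge and 100% = reference antagonist with challenge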
Target sequence (P49146 whole entry, looked up): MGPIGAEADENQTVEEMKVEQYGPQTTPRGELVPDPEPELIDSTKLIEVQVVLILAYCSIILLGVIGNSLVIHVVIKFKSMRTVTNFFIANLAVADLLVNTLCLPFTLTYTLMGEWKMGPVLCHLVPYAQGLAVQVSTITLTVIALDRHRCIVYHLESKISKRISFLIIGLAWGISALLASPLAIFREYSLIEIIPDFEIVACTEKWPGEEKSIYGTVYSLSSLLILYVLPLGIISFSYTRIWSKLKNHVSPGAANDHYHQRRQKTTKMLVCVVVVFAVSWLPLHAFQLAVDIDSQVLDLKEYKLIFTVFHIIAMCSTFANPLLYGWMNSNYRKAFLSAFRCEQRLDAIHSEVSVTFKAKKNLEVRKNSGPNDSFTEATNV
HCT116 PTEN-null: suppresses growth of cells with PTEN deletion; viability, % at 10 µM; HCT116 PTEN-null viability, CellTiter-Glo, 60 h; hits give low values; 1.2% of 140,000 active;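 active = viability at or below a set limit, 4 SD under the median of all tested compounds, cut at about 3.7% in these data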;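 also: PTEN knockout HCT116 line with beta catenin targeted HCT116 as companion control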
BB579 growth dn: chemicals that inhibit yeast BB579 growth in restrictive medium (lifespan-shortening candidates); S. cerevisiae BB579 growth, OD615, 48 h; inhibition, % at 10 µM; 0.51% of 140,000 active;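 active = inhibition above a set limit, 3 SD over the mean compound inhibition, cut at about 44% in these data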; also: inactives centre near -24
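Test system: S. cerevisiae DeaD strain BB579 yeast; Medium: restrictive CSMM-D medium; Compound: one dose, 10 µM compound with 0.25% DMSO; Incubation: 4 h cell preincubation, 48 h compound exposure, 30 °C humidified; Signal: OD at 615 nm; Benchmarks: amphotericin B at 10 µg/mL as positive control.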
MRP-1 activ: activators of MRP-1 | H69AR cells + doxorubicin, viability rescue, CellTiter-Glo | viability increase, % at 10 µM | 0.61% of 140,000 active;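 active = viability gain under doxorubicin at or above a set limit, the compound median plus 3 SD, cut at about 4.7% in these data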;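 also: MRP-1 overexpressing cells given doxorubicin 25 µM after compound pretreatment; 18-22 h compound pretreatment then 72 h with doxorubicin before readout; 0% = doxorubicin-only wells and 100% = vehicle-treated cells without doxorubicin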
bCat KO growth: beta-catenin-lacking colon tumor cell growth suppression. AID 818. 1.5% of 140,000 active. viability, % at 10 µM. HCT116 beta-catenin knockout viability, CellTiter-Glo, 60 h; hits give low values;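 active = viability at or under a set limit, the compound median less 4 SD, cut at about 6% in these data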;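 also: 0% = Hyamine 1622 control at 20 µM and 100% = untreated cell control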
Yeast lifespan up: extends the lifespan of yeast; S. cerevisiae growth with nicotinamide, OD615; deaD strain in restrictive glucose medium; inhibition of the nicotinamide effect, % at 10 µM; 0.68% of 130,000 active;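 active = inhibition above a set limit, placed 3 SD over the median of all compounds, cut at about 26% in these data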;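 also: 0% = nicotinamide-treated wells and 100% = cells grown without nicotinamide; some compounds called inactive have numbers as strong as hits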
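Assay system: engineered S. cerevisiae DeaD replicative-lifespan strain, galactose-grown log-phase cells; Buffer or medium: CSMM-D glucose medium, restrictive; Probe or stimulus: nicotinamide 1.5 mM; Compound: single dose 10 µM compound, 0.25% DMSO; Schedule: 4 h preincubation then 48 h treatment at 30 °C; Technique: OD615 measurement.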
Measles CPE: protection of cells from measles virus. Measles virus-infected cells, CPE protection, absorbance. protection (pct of control), % at 4 µM. 1.5% of 140,000 active. AID 841; in the data active = protection mostly above about 24%, no sharp cut-off; inactive = mostly below about 26%; also: some compounds called inactive have numbers as strong as hits
E-sel TNF inh: TNF alpha driven E-selectin expression inhibition | HUVEC TNFa-induced E-selectin immunofluorescence, high content | inhibition, % at 2 µM | 0.71% of 120,000 active | AID 1246;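 active = inhibition above the batch mean plus 3 SD, and confirmed as a hit on visual image review, cut at about 43% in these data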;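 also: 0% = TNF-stimulated DMSO wells and 100% = unstimulated control wells; not every result past the cut was called active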
GALR2 blocker: antagonists of human galanin receptor 2 (GALR2). O43603. inhibition, % at 4 µM. GALR2-expressing cells, antagonist mode. 0.39% of 140,000 active; in the data active = inhibition above about 27%;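 also: cells stimulated with galanin 1-16 at roughly its EC80; 0% = agonist challenge control and 100% = basal control without agonist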
Target sequence (O43603 whole entry, looked up): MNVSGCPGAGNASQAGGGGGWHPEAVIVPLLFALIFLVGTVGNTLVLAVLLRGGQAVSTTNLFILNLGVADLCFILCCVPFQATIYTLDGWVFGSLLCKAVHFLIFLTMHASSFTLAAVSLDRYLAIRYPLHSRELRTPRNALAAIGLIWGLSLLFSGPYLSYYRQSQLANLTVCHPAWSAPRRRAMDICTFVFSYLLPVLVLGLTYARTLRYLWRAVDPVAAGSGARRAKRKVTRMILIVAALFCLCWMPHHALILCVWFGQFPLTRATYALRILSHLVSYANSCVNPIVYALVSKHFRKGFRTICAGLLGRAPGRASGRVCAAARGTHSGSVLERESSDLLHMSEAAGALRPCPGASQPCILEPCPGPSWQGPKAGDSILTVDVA
Numbers without * were called inactive; . = no result given; & = joins results of further samples. Hits appear at their usual frequency. Share with any hit: about 6.1%.

SMILES | Phagocyt inh | NPY-Y2 antag | HCT116 PTEN-null | BB579 growth dn | MRP-1 activ | bCat KO growth | Yeast lifespan up | Measles CPE | E-sel TNF inh | GALR2 blocker
COc1cc(C)c(C)cc1S(=O)(=O)N1CCN(Cc2ccccc2)CC1 | -1 | 1 | 92 | -18 | 0.6 | 97 | -4 | 10 | -9 | -12
Cn1c2c(c(=O)n(C)c1=O)C(c1ccc(O)cc1)Nc1ccccc1O2 (centres undefined) | -1 | 3 | 82 | -15 | -1.2 | 82 | -7 | 2 | 4 | -6
N=C1CCCN1CC(=O)c1ccc(Cl)cc1 | -4 | 2 | 93 | 12 | 0.6 | 99 | 1 | 4 | . | 3
Cc1ccccc1-n1c(SCC(=O)N/N=C/c2c(C)nn(-c3ccccc3)c2C)nc2ccccc2c1=O | -7 | 1 | 44 | -43 | -1.5 | 55 | 0 | 25 | . | -1
Cc1ccc(-n2c(Cn3cnc4ccccc43)nnc2SCC(=O)O)cc1 | . | 4 | 103 | -14 | -1.1 | 100 | -6 | 4 | 4 | 8
O=C(CSc1nc2ccccc2[nH]1)NC(=O)NCc1ccco1 | -1 | 3 | 90 | -5 | -1.0 | 88 | -14 | 7 | -2 | 16
CS(=O)(=O)c1cccc(C(=O)NCc2ccc(F)cc2)c1 | 1 | 0 | 112&94 | -20 | 0.6 | 89 | -16 | 6 | -10 | -5
CCCC(C)C(=O)Nc1nc(C)c(-c2csc(Nc3ccccc3OC)n2)s1 (centres undefined) | 0 | 9 | 79 | -9 | -2.4 | 77 | -20 | 7 | -20 | -10
COc1ccc(C2=NN(C(=O)CSc3nc4ccccc4s3)C(c3ccc(F)cc3)C2)cc1 (centres undefined) | -7 | 1 | 70 | -22 | -2.1 | 72 | 2 | 7 | . | -17
CC1(C)CC(=O)/C(=C\c2cccc([N+](=O)[O-])c2)C(C)(C)N1 | -6 | 2 | 9 | 5 | -5.4 | 18 | 11 | 13 | . | 27*
COc1ccc(CN(C2CCCC2)S(=O)(=O)c2ccc(-n3cnnn3)c(OC)c2)cc1OC | 0 | 0 | 76 | -23 | -1.3 | 73 | -7 | 9 | -14 | -1
CCOC(=O)C1CCN(C(=O)c2ccc(NC(=O)C3CCCO3)cc2)CC1 (centres undefined) | . | 0 | 105 | -16 | -1.7 | 89 | . | 12 | -8 | -10
O=C1CC(c2ccc(S(=O)(=O)N3CCCCC3)cc2)CN1 (centres undefined) | -1 | 2 | 91 | 12 | -0.6 | 91 | -1 | 12 | -29 | 9
CC1(C)CC(=O)C(C=NCCO)=C(O)C1 | -2 | -1 | 109 | -31 | 0.5 | 104 | -2 | 22 | -14 | 11
CC(C)(Oc1ccc(Cl)cc1)C(=O)NCc1ccncc1 | 0 | -2 | 100 | -3 | -1.2 | 112 | -5 | 5 | -8 | -7
CCOc1ccccc1NC(=O)c1cccc(NC(=O)c2ccco2)c1 | 0 | 5 | 98 | 6 | -0.6 | 103 | -23 | 10 | 13 | 8
CCc1cccc2c(SC(C)C(=O)NCC3CCCO3)nc(-c3ccccc3)nc12 (centres undefined) | 0 | 0 | 81 | -96 | -1.1 | 78 | -10 | 22 | 44 | 5
Cc1ccc2c(c1)c1c(n2C)-c2[nH]ncc2CC1 | . | -2 | 85 | 99* | -3.0 | 96 | . | 17 | 7 | -3
COCCCN(C(=O)Cn1ncc2c(=O)oc3ccc(C)cc3c21)C(C)c1ccncc1 (centres undefined) | . | 4 | 97 | -30 | -1.9 | 92 | 1 | 16 | -20 | -1
CCNC(=S)NNC(=O)c1csc(C(C)C)c1 | . | -2 | 100 | 2 | 1.9 | 98 | . | 20 | -41 | -2
Cc1cc(C)cc(C(=O)Nc2nnc(SCC(=O)N3CCCc4ccccc43)s2)c1 | -2 | 1 | 93 | -53 | -0.8 | 92 | -1 | 7 | 50 | 6
Cc1ccc(Nc2nc(N)c([N+](=O)[O-])c(NCc3ccco3)n2)cc1C | -11 | 5 | 38 | -47 | -2.8 | 38 | -5 | 7 | . | -6
CCCc1cc(=O)[nH]c(SCC(=O)Nc2ccccc2C#N)n1 | -3 | 3 | 88 | -21 | -2.7 | 97 | -8 | 30 | 11 | 1
COc1ccc(CCNC(=O)c2nonc2N)cc1 | . | 0 | 111 | -44 | -0.8 | 94 | . | 24 | -6 | 2
COCCCn1c(SCC(=O)Nc2sc3c(c2C#N)CCCC3)nnc1-c1ccncc1 | . | 0 | 85 | -61 | -3.2 | 92 | . | 8 | -16 | 1

An excerpt from above in order of length of the SMILES, rising:
SMILES | Phagocyt inh | NPY-Y2 antag | HCT116 PTEN-null | BB579 growth dn | MRP-1 activ | bCat KO growth | Yeast lifespan up | Measles CPE | E-sel TNF inh | GALR2 blocker
O=C(CSc1nc2ccccc2[nH]1)NC(=O)NCc1ccco1 | -1 | 3 | 90 | -5 | -1.0 | 88 | -14 | 7 | -2 | 16
CCOc1ccccc1NC(=O)c1cccc(NC(=O)c2ccco2)c1 | 0 | 5 | 98 | 6 | -0.6 | 103 | -23 | 10 | 13 | 8
Cc1ccc(-n2c(Cn3cnc4ccccc43)nnc2SCC(=O)O)cc1 | . | 4 | 103 | -14 | -1.1 | 100 | -6 | 4 | 4 | 8
COc1cc(C)c(C)cc1S(=O)(=O)N1CCN(Cc2ccccc2)CC1 | -1 | 1 | 92 | -18 | 0.6 | 97 | -4 | 10 | -9 | -12
Cn1c2c(c(=O)n(C)c1=O)C(c1ccc(O)cc1)Nc1ccccc1O2 (centres undefined) | -1 | 3 | 82 | -15 | -1.2 | 82 | -7 | 2 | 4 | -6
Cc1cc(C)cc(C(=O)Nc2nnc(SCC(=O)N3CCCc4ccccc43)s2)c1 | -2 | 1 | 93 | -53 | -0.8 | 92 | -1 | 7 | 50 | 6

The main list resumes with the two entries that preceded the break.
SMILES | Phagocyt inh | NPY-Y2 antag | HCT116 PTEN-null | BB579 growth dn | MRP-1 activ | bCat KO growth | Yeast lifespan up | Measles CPE | E-sel TNF inh | GALR2 blocker
COc1ccc(CCNC(=O)c2nonc2N)cc1 | . | 0 | 111 | -44 | -0.8 | 94 | . | 24 | -6 | 2
COCCCn1c(SCC(=O)Nc2sc3c(c2C#N)CCCC3)nnc1-c1ccncc1 | . | 0 | 85 | -61 | -3.2 | 92 | . | 8 | -16 | 1
Cc1cccc(N(C(=O)Cc2cccs2)C(C(=O)NC2CCCC2)c2ccsc2)c1 (centres undefined) | . | 2 | 97 | -34 | -4.5 | 96 | -13 | 3 | -36 | -1
COc1ccc(C(CC(=O)O)NC(=O)c2cccs2)cc1 (centres undefined) | 0 | 0 | 103 | -46 | 0.2 | 96 | -8 | 3 | 21 | 3
CC(=O)/C(=N/Nc1ccccc1Cl)Sc1nnc(C(O)c2ccccc2)n1-c1ccccc1 (centres undefined) | -1 | 3 | 91 | -22 | 0.5 | 84 | 1 | 8 | . | -18
CCOC(=O)c1cc(C(=O)c2cc(F)ccc2O)coc1=N | 2 | 6 | 89 | -27 | -1.7 | 82 | -19 | 5 | 16 | 5
Cc1ccnc(NS(=O)(=O)c2cccs2)c1 | -4 | 4 | 98 | -33 | -0.5 | 112 | 4 | 24 | . | 0
CCOC(=O)Cn1c(=O)oc2cc(S(=O)(=O)NCCCc3ccccc3)ccc21 | 0 | 6 | 104 | -33 | -1.3 | 101 | -5 | 11 | . | 7
Cc1nn(Cc2ccc(Cl)c(Cl)c2)c(C)c1NC(=O)c1cc(C2CC2)on1 | 0 | 2 | 69 | -13 | 2.1 | 75 | -5 | 4 | -5 | 19
O=C(/C=C/c1c(F)cccc1Cl)Nc1ccncc1 | -3 | 2 | 57 | -47 | -2.7 | 38 | -6 | 16 | -2 | -8
N/C(=N\OC(=O)Oc1ccccc1)c1ccc(Cl)cc1 | 0 | 1 | 92 | -12 | -1.3 | 85 | -6 | 25 | . | 0
Cc1ccccc1C(=O)Nc1nncs1 | -1 | 2 | 90&92 | -12 | 0.1 | 98 | -15 | 16 | 12 | -3
Cc1ccc(C(=O)Oc2coc(CSc3nnc(NC(=O)C4CC4)s3)cc2=O)cc1 | -5 | 2 | 109 | -14 | 2.7 | 99 | -5 | 12 | 38 | -5
COc1ccc(C(c2nnnn2CC2CCCO2)N2CCC(C(N)=O)CC2)cc1 (centres undefined) | . | 1 | 95 | -28 | 1.2 | 94 | . | 13 | 11 | 0
CCCCn1c(SCC(=O)Nc2nccs2)nc2ccccc2c1=O | . | 1 | 101 | -58 | -1.7 | 107 | -19 | 4 | -31 | -3
COc1ccc(NC(=O)C2(c3ccc(NC(=O)c4ccc(OC)cc4)cc3)CCCC2)cc1 | -6 | 1 | 94 | -33 | 0.5 | 100 | 6 | 11 | . | 12
COc1ccc2nc(-n3c(O)c(C4=c5ccccc5=NC4=O)[nH]c3=S)sc2c1 | -8 | 6 | 86 | -34 | -4.1 | 87 | 3 | 4 | 3 | -10
COC(=O)c1sccc1Oc1ccc(F)cc1[N+](=O)[O-] | . | 6 | 110 | -15 | -2.1 | 92 | -5 | 10 | -5 | -11
Cc1ccc(CNc2ccc(O)cc2)cc1 | -1 | 0 | 24 | -26 | -0.4 | 37 | -11 | 3 | -29 | 4
CS(=O)(=O)c1cnc(-c2ccccc2)nc1Oc1ccc(Cl)cc1 | 0 | -1 | 92 | -9 | -3.4 | 91 | -11 | 3 | . | 0
CCN(CC(=O)Nc1ccc2c(c1)OCCO2)c1ccc(S(=O)(=O)N2CCOCC2)cn1 | -1 | -2 | 96 | -13 | -1.3 | 99 | -13 | 25 | . | 7
CCC(=O)NC(=S)Nc1ccc(NC(=O)c2cccc([N+](=O)[O-])c2C)cc1 | . | 1 | 97 | -17 | 1.6 | 91 | -3 | 19 | 14 | 9
Cn1ncc(Br)c1C(=O)NCc1cccs1 | 0 | 1 | 83 | -11 | -2.0 | 76 | -29 | 24 | -13 | 4
O=C(COc1ccccc1Br)NCCc1nc2ccccc2[nH]1 | -12 | 6 | 97 | -21 | -0.7 | 95 | 4 | 12 | . | 15
Cn1c(CSc2nc3ccccc3s2)nnc1SCC(=O)NCCCN1CCOCC1 | . | 4 | 92 | -34 | -2.4 | 99 | . | 7 | 4 | -3
CC1CN(Cc2ccccc2Cl)CC(C)O1 (centres undefined) | -1 | -2 | 100 | -41 | -0.6 | 95 | 1 | 16 | -25 | -1
CCOC(=O)/C(C#N)=C1\CCCN1CC(N)=S | 0 | 1 | 91 | 11 | -1.6 | 85 | 10 | 6 | . | -4
CN1CCN(C2=NC3(CCCC3)C(C#N)C(=O)N2)CC1 (centres undefined) | -4 | -3 | 102 | -19 | -0.8 | 93 | -4 | 32 | 20 | 7
O=[N+]([O-])c1ccc(Oc2c(F)c(F)nc(N3CCCC3)c2F)cc1 | 0 | 3 | 80 | -42 | 0.9 | 80 | -6 | 5 | 7 | -3
Cc1ccc2nc(C)c3c(c2c1)COC3 | -6 | 8 | 78 | -34 | -1.1 | 80 | 7 | 3 | -6 | -7
